Source: PubChem (several laboratories)
zVAD death inh – blocks zVAD induced death of L929 cells; L929 zVAD necroptosis rescue, ATP luminescence, 24 h; with zVAD 60 µM; viability rescue, % at 10 µM; 220,000 compounds, 0.38% hits; AID 1377;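 active = activation, scaled between plate controls, above about 75%, limit read from the data; inactive = activation under that limit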;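 also: 0% = zVAD with DMSO and 100% = DMSO alone without zVAD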
Hck-Nef inh – human Hck-Nef kinase inhibition; P08631; Recombinant Hck-YEEI plus Nef, Z-Lyte FRET kinase assay; inhibition, % at 20 µM; 220,000 compounds, 0.68% hits; AID 463187;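 active = Hck-Nef kinase inhibition above about 50%, limit read from the data; inactive = inhibition below that limit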;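 also: 0% = DMSO with Hck plus Nef and 100% = Hck alone without Nef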
Target sequence (P08631 whole entry, looked up): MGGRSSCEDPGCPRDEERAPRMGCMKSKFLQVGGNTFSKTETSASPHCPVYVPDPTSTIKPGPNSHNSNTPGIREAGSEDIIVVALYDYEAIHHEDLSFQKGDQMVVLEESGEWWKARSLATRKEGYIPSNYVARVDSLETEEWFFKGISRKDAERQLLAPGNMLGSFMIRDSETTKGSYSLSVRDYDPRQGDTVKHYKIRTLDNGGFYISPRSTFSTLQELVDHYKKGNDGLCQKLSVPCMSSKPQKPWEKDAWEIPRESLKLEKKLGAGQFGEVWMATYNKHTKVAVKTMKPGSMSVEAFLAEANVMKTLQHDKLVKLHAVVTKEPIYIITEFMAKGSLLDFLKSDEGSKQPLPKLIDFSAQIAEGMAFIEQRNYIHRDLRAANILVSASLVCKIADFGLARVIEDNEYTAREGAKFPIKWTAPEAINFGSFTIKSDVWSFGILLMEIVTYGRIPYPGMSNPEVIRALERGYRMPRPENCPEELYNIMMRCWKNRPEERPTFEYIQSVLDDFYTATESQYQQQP
Runt-SMMHC FRET – Runt domain-CBFb-SMMHC interaction inhibition; Cerulean-Runt/Venus-CBFb-SMMHC FRET ratio 530/480, 1 h; inhibition, % at 20 µM; 220,000 compounds, 0.74% hits;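 active = mean inhibition across duplicate retests at 20 µM reaching about 50%, limit read from the data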;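 also: 0% = DMSO wells and 100% = wells with excess untagged CBFb-SMMHC; inhibitors lower the FRET ratio by blocking Runt binding to CBFb-SMMHC; some results filed as inactive read as strong as hits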
NCF1 inh – inhibitors of human p47phox binding | P14598 | p47phox/p22phox peptide binding, fluorescence polarization, 2 h | inhibition, % at 24.7 µM | 220,000 compounds, 0.53% hits | AID 1274;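 active = inhibition above about 30%, limit read from the data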;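 also: 0% = p47phox with labelled peptide and 100% = labelled peptide alone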
Runt-CBFb FRET – Runt domain-CBFb interaction inhibition | Q01196+Q13951 | Cerulean-Runt/Venus-CBFb FRET ratio 530/480, 1 h | inhibition, % at 20 µM | 220,000 compounds, 0.46% hits;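 active = inhibition over about 50% at 20 µM in the single-dose screen, limit read from the data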;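 also: 0% = DMSO wells and 100% = excess unlabeled CBFb competitor control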
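Schedule: protein complex preformed 1 h, compound exposure 1 h, room temperature, dark; test system: Cerulean-labeled Runt domain protein; amount: 100 nM per protein; buffer or medium: Tris 50 mM pH 7.5, KCl, K2SO4, 0.01% BSA; read-out: loss of energy transfer signal; detection: FRET fluorescence; controls: 5 µM unlabeled CBFb as full-inhibition high control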
Tb hexokinase – blocks Trypanosoma brucei hexokinase 1 activity; AID 1430; 220,000 compounds, 0.11% hits; recombinant TbHK1, G6PDH-coupled NADH A340; inhibition, % at 10 µM;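 active = inhibition of 50% or more in the single-dose primary screen; inactive = inhibition below 50%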
Mdm2 ligase inh – inhibitors of human Mdm2 E3 ubiquitin ligase | Q00987 | cell-based MDM2 ubiquitination luciferase reporter, 2 h; 0 = plate control, 100 = twice control, blank-subtracted | signal enhancement, % at 5 µM | 210,000 compounds, 0.11% hits | AID 1230;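 active = signal enhancement of 30% or more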;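 also: luminescence tracks abundance of the self-degrading MDM2-luciferase fusion protein; higher signal means inhibition of MDM2 E3 ligase activity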
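test system = mammalian cells stably expressing self-ubiquitinating, self-degrading MDM2 E3–luciferase fusion | quantity = 2000 cells/well | incubation = cell settling 4 h, compound treatment 2 h, both 37 °C | signal = luminescence with SteadyLite reagent, 15 min at room temperature | evaluation = % enhancement relative to plate controls after blank subtraction | benchmarks = plate controls and plate blanks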
EBV gp42 inh – inhibitors of Epstein-Barr virus glycoprotein 42; Fluorescence polarization binding assay, mP read-out; 220,000 compounds, 0.42% hits; Q1HVG2; inhibition, % (tested at 21.74 µM); in the data active = inhibition above about 50%
Target sequence (Q1HVG2 whole entry, looked up): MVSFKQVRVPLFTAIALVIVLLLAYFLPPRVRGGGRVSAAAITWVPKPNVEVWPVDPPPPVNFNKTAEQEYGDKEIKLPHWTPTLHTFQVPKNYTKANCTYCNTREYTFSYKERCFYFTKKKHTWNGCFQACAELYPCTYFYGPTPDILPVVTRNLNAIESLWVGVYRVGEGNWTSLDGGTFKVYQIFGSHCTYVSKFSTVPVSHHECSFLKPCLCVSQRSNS
14-3-3 Bad PPI – disrupts binding of bovine 14-3-3 zeta to phospho-Bad peptide; P63103; TR-FRET 14-3-3zeta/Dy647-pBad peptide displacement, 1 h; inhibition, % at 21.7 µM; 220,000 compounds, 0.71% hits;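 active = inhibition above about 70%, limit read from the data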;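 also: 0% = full 14-3-3 plus peptide FRET controls and 100% = background without 14-3-3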
Target sequence (P63103 whole entry, looked up): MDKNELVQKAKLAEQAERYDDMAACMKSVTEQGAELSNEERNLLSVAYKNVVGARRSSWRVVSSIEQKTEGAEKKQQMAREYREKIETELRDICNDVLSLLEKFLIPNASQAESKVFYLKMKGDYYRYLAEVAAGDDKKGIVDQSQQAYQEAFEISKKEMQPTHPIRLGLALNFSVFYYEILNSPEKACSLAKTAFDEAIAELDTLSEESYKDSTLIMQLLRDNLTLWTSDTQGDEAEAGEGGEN
* = called active by the depositor; / = no result given; [ ] = remark or other dose. Outcome played no part in choosing rows. About 3.2% of those tested had a hit in this group.

The line under a structure holds: Mdm2 ligase inh | Tb hexokinase | zVAD death inh | 14-3-3 Bad PPI | Runt-CBFb FRET | NCF1 inh | Runt-SMMHC FRET | Hck-Nef inh | EBV gp42 inh
Cc1c(-c2nc(-c3ccc(C(C)(C)C)cc3)no2)n(C)oc1=O
 : -64 | -5 | 3.2 | 1 | -2 | -13 | -5 | 14 | -26
Cc1ccc(-c2nnc(OCC3CCCO3)c3ccccc23)cc1 (configuration not stated)
 : -28 | 4 | -1.4 | 3 | 0 | 1 | -1 | 9 | -1
O=S(=O)(Cc1ccccc1)N1CCN(c2ccccc2)CC1
 : 4 | 2 | 0.8 | -7 | / | -8 | -4 | 2 | -16
COc1ccccc1OCCCC(=O)NCc1ccco1
 : -9 | 1 | 3.1 | -11 | 2 | -6 | 3 | 21 | -22
Cc1ccc(C)c(N2CN(Cc3ccco3)CNC2=S)c1
 : -18 | 1 | 0.0 | -7 | 1 | -4 | -2 | 0 | 2
CCOC(=O)C1(CCOc2ccccc2)CCN(Cc2cccc3nonc23)CC1
 : -8 | -5 | 2.9 | -11 | -2 | -12 | -4 | 12 | -5
COc1ccc(SCc2noc(C(=O)NCC3CCCO3)c2C(=O)O)cc1 (configuration not stated)
 : -14 | -33 | 0.2 | 26 | -1 | -4 | 2 | 1 | -3
CCOc1ccc(/C=C2\SC(=S)N(NS(=O)(=O)c3ccccc3)C2=O)cc1OC
 : -2 | -2 | 0.6 | 1 | -8 | -14 | -22 | 16 | -32
COc1ccc(NC(=O)N2CCCC2C(=O)Nc2ccccc2)cc1 (configuration not stated)
 : -27 | 3 | -0.2 | -1 | -1 | -11 | 4 | 0 | -18
CCn1cc(SCC(=O)N2CCc3ccccc32)c2ccccc21
 : -6 | 5 | 0.4 | -4 | 1 | -8 | -1 | 1 | -4
CCCCn1c2nc3ccccc3nc2c2c(=O)n(C(C)CC)cnc21 (configuration not stated)
 : -8 | -16 | -0.3 | -3 | -6 | -16 | 2 | 4 | -13
C/C(=N\Nc1ccccc1[N+](=O)[O-])c1ccc(N2CCOCC2)cc1
 : -6 | -11 | 0.6 | 0 | -2 | 4 | -5 | -29 | -11
COc1ccccc1-c1cc(C(=O)N/N=C/c2cccs2)c2ccccc2n1
 : -6 | -24 | -1.1 | 6 | 0 | -5 | 0 | 11 | 14
N#Cc1cc(C(=O)c2cc(Br)ccc2O)cn(C2CCCCC2)c1=O
 : -12 | 1 | 0.0 | -10 | 1 | -12 | -2 | 1 | -5
O=C(Cn1cnc2ccccc2c1=O)NCc1ccco1
 : -11 | 4 | 0.1 | 14 | -1 | -2 | -1 | -1 | -8

Gathered by group: the entries above with a furan ring, fused or not (three)
The line under a structure holds: Mdm2 ligase inh | Tb hexokinase | zVAD death inh | 14-3-3 Bad PPI | Runt-CBFb FRET | NCF1 inh | Runt-SMMHC FRET | Hck-Nef inh | EBV gp42 inh
COc1ccccc1OCCCC(=O)NCc1ccco1
 : -9 | 1 | 3.1 | -11 | 2 | -6 | 3 | 21 | -22
Cc1ccc(C)c(N2CN(Cc3ccco3)CNC2=S)c1
 : -18 | 1 | 0.0 | -7 | 1 | -4 | -2 | 0 | 2
O=C(Cn1cnc2ccccc2c1=O)NCc1ccco1
 : -11 | 4 | 0.1 | 14 | -1 | -2 | -1 | -1 | -8

Remaining list, next part.
The line under a structure holds: Mdm2 ligase inh | Tb hexokinase | zVAD death inh | 14-3-3 Bad PPI | Runt-CBFb FRET | NCF1 inh | Runt-SMMHC FRET | Hck-Nef inh | EBV gp42 inh
CC(C)Cc1nc(SCc2cccnc2)c2c(=O)n(C)c(=O)n(C)c2n1
 : -15 | 5 | -1.6 | -4 | -4 | 10 | 0 | 0 | -7
CCN(CC)S(=O)(=O)c1ccc(N2CCOCC2)c(NC(=O)CC(C)(C)C)c1
 : -13 | -11 | 0.3 | -3 | -2 | -11 | -3 | 0 | -10
Cc1ccc(CC2S/C(=N/c3ccccn3)NC2=O)cc1 (configuration not stated)
 : 2 | -13 | 0.1 | 8 | 2 | -6 | 0 | 2 | -8
O=C(O)C1CCCCC1C(=O)Nc1nc(-c2cccs2)cs1 (configuration not stated)
 : -6 | -5 | 0.1 | 15 | -2 | -2 | 44 | 7 | -7
CCN1CCN(Cc2ccc(NC(=O)c3cc(NC(=O)C4=NN(c5ccccc5)C(=O)C4)cc(OC)c3)cc2C(F)(F)F)CC1
 : 3 | -23 | 0.2 | 60 | -2 | -7 | -3 | 34 | -13
COc1ccc2c(c1)CCN(C(=O)CCl)C2C1C(=O)CCCC1=O (configuration not stated)
 : 9 | 18 | 0.7 | -24 | 1 | -5 | -5 | 2 | -3
CC1CCCC(C)N1/N=C/c1ccc(C#N)cc1 (configuration not stated)
 : -8 | -5 | 0.2 | -27 | -2 | -1 | 2 | 20 | -2
Cc1nc(SCC(=O)Nc2ccc(Cl)cc2[N+](=O)[O-])nc(C)c1C
 : -14 | 1 | 1.0 | 3[fluorescence artefact?] | 27 | -3 | 19 | 3 | -6
COCCn1c(SCC(=O)NCc2ccccc2)nnc1-c1ccco1
 : / | -2 | -0.3 | -4 | -2 | -8 | -4 | 1 | -14
CCC(=O)NC(=S)Nc1cccc(NC(=O)c2ccccc2)c1
 : -11 | 6 | 19 | -14 | 2 | -11 | -4 | 16 | 5
CC(C)CNC(=O)c1ccc(COc2ccc(Cl)cc2Cl)o1
 : 3 | 4 | 0.6 | -1 | -3 | 2 | -1 | -2 | -13
Cc1ccnc(NC(=O)/C=C/c2ccccc2[N+](=O)[O-])c1
 : -32 | -10 | 63 | -7 | 0 | -10 | -1 | 14 | 0
C=CCNC(=S)N1CCc2[nH]c3ccccc3c2C1
 : 0 | -2 | 59 | -8 | -4 | -14 | -2 | 18 | -13
Cc1cc(/C=C(\C#N)C(=O)NCC2CCCO2)c(C)n1-c1ccc(Cl)cc1 (configuration not stated)
 : -3 | -35 | 1.1 | -9 | -1 | -8 | 0 | 0 | 18
COc1cccc(-c2cc3nc4c(c(N5CCC6(CC5)OCCO6)n3n2)CCC4)c1
 : -17 | 6 | 3.2 | 1 | -10 | -11 | 0 | 13 | -6
Cn1c(=O)[nH]c2nnc(-c3ccc(Cl)c(Cl)c3)nc2c1=O
 : / | 6 | -0.6 | 17 | -3 | -23 | -3 | 14 | -14
CCN(CC(=O)Nc1ccc(NC(C)=O)cc1)c1ccc(C(F)(F)F)cn1
 : 12 | 2 | 5.3 | -14[fluorescence artefact?] | -2 | 0 | -3 | 2 | -4
O=C(CCC1CCCN(Cc2ccc3c(c2)OCCO3)C1)NCc1ccc(F)c(F)c1 (configuration not stated)
 : -19 | 1 | -1.7 | -11 | 0 | -5 | 0 | 5 | -9
N#CC1=C(SCC(=O)Nc2ccccc2)NC(=O)CC1c1ccco1 (configuration not stated)
 : 3 | 0 | / | 11 | / | -19 | / | -9 | -9
CCOc1ccc(NC(=S)NC(C)C(c2ccccc2)N2CCN(C)CC2)cc1 (configuration not stated)
 : -5 | 3 | -1.0 | -19 | 1 | -2 | -1 | 5 | -4
Cc1ccnc(NS(=O)(=O)c2ccc(NC(=O)c3cc(-c4ccc(Br)cc4)nc4ccccc34)cc2)n1
 : -2 | -9 | 0.9 | -11 | -7 | -6 | -14 | 4 | -8
Nc1nc2ccccc2n1/N=C/c1ccc2c(c1)OCO2
 : -19 | -47 | 0.3 | -12 | 0 | -22 | 2 | 22 | -2
Nc1nc(Br)c2c(F)cccc2c1-c1ccc(Cl)cc1
 : -11 | 5 | -0.3 | -14 | 2 | 5 | 19 | 1 | -10
CC(C)N1CC2(c3ccccc3)CN(C(C)C)CC(c3ccccc3)(C1)C2=O
 : -3 | 5 | -0.1 | 19 | -1 | -8 | -1 | 1 | 16
CC(C)NCCOc1cccc(Br)c1
 : 0 | 13 | -0.1 | 10 | 0 | 3 | 0 | -8 | 5
Cc1c(NC(=O)/C(C#N)=C/c2ccccc2)c(=O)n(-c2ccccc2)n1C
 : 0 | -4 | 1.8 | -1 | 1 | 22 | -3 | 19 | -10
CN(C)C/C=C/C(O)(c1ccccc1)c1ccccc1
 : -7 | -6 | -0.5 | -6 | -2 | -8 | -1 | 17 | -10
Cc1csc(NC(=O)C(CC(C)C)NS(=O)(=O)c2ccc3c(c2)oc(=O)n3C)n1 (configuration not stated)
 : -30 | 1 | 0.7 | -9 | 2 | -2 | -2 | 5 | -1
CCc1ccc(-c2nc(CN3CCC(C(=O)N4CCN(c5ccccn5)CC4)CC3)c(C)o2)cc1
 : -15 | -4 | 7.1 | -14 | -3 | -10 | -1 | 1 | -10
CCOc1ncccc1C(=O)OCC(=O)NC1CC1
 : -16 | -2 | -0.1 | -8 | -1 | -7 | 3 | 20 | -9

Full records as entered above:
Shown for Cn1c(=O)[nH]c2nnc(-c3ccc(Cl)c(Cl)c3)nc2c1=O : Mdm2 ligase inh: /; Tb hexokinase: 6; zVAD death inh: -0.6; 14-3-3 Bad PPI: 17; Runt-CBFb FRET: -3; NCF1 inh: -23; Runt-SMMHC FRET: -3; Hck-Nef inh: 14; EBV gp42 inh: -14
Shown for Nc1nc2ccccc2n1/N=C/c1ccc2c(c1)OCO2 : Mdm2 ligase inh: -19; Tb hexokinase: -47; zVAD death inh: 0.3; 14-3-3 Bad PPI: -12; Runt-CBFb FRET: 0; NCF1 inh: -22; Runt-SMMHC FRET: 2; Hck-Nef inh: 22; EBV gp42 inh: -2
Shown for Nc1nc(Br)c2c(F)cccc2c1-c1ccc(Cl)cc1 : Mdm2 ligase inh: -11; Tb hexokinase: 5; zVAD death inh: -0.3; 14-3-3 Bad PPI: -14; Runt-CBFb FRET: 2; NCF1 inh: 5; Runt-SMMHC FRET: 19; Hck-Nef inh: 1; EBV gp42 inh: -10

The list goes on:
The line under a structure holds: Mdm2 ligase inh | Tb hexokinase | zVAD death inh | 14-3-3 Bad PPI | Runt-CBFb FRET | NCF1 inh | Runt-SMMHC FRET | Hck-Nef inh | EBV gp42 inh
N/C(=N\OS(=O)(=O)c1ccc2ccccc2c1)c1ccncc1
 : -2 | 5 | -0.3 | 4 | 1 | -21 | -2 | 1 | -16
O=C1NC(c2ccccc2)(C(F)(F)F)SC2=NCCCN12 (configuration not stated)
 : -7 | 4 | 1.2 | 1[fluorescence artefact?] | -2 | -10 | -4 | 6 | 6
CC(=O)Nc1ccc(S(=O)(=O)NC(CC(=O)NCCCN2CCOCC2)C(C)C)cc1 (configuration not stated)
 : 13 | 3 | 0.2 | 0 | 0 | -5 | -4 | 0 | 6
CCOC(=O)N1CCC(C(N)=O)CC1
 : -3 | 4 | -0.3 | -3 | 0 | -2 | -5 | 1 | 4
N#CC(=C=[N-])/C=C(\C(=O)c1ccccc1)[n+]1ccccc1
 : -13 | -45 | 1.2 | 0 | 3 | 5 | 0 | -9 | -15
O=C(N/N=C/c1ccc(C(=O)O)cc1)C1=NNC(c2ccccc2)(c2ccccc2)C1
 : -14 | -11 | 3.5 | -13 | 1 | -3 | -2 | 17 | 0
